proCasp7 act: activates human procaspase-7, counter-screen for procaspase-3 activators. recombinant procaspase-7, Ac-DEVD-pNA absorbance 405 nm; D23A/D198A/D206A triple mutant, cannot self-cleave; scale: DMSO 0, 5 µM enzyme 100. activation, % at 8.5 µM. actives 0.093% (n = 330,000). AID 463210;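 active = percent activation above the screen-wide mean plus 3 SD, cut at about 25% in these data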
Target sequence (P55210 whole entry D23A/D198A/D206A): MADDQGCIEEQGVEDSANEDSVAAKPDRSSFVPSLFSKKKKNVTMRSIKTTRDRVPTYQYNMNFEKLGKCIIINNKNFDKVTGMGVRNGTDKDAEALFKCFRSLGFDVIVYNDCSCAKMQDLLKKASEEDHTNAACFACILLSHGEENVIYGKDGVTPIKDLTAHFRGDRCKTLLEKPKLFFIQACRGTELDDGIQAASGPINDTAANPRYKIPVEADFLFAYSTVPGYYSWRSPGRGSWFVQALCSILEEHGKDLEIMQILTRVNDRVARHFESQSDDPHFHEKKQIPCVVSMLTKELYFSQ
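Material: Procaspase-7 triple mutant (PC-7 D3A) | Quantity: 2 µM procaspase-7 mutant as dispensed | Reagent: DEVD-pNA substrate | Times: 1 h preincubation, 2 h reaction | Technique: 405 nm absorbance of p-nitroaniline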
AHR act: activates the human aryl hydrocarbon receptor. actives 2.5% (n = 320,000). P35869. AHR-responsive luciferase reporter cells, luminescence. AID 2796. activation, % at 5 µM; in the data active = activation above about 47%;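 also: 0% = vehicle wells and 100% = reference agonist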
procasp3 activ: procaspase-3 (human) activation; P42574; recombinant procaspase-3 D3A, Ac-DEVD-pNA absorbance 405 nm; activation, % at 8.5 µM; actives 0.11% (n = 330,000); AID 463141;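 active = activation above the mean of all tested compounds plus 3 SD, cut at about 21% in these data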;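 also: 0% = DMSO alone and 100% = DMSO wells spiked with extra 5 µM PC-3 D3A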
Target sequence (P42574 whole entry D9A/D28A/D175A): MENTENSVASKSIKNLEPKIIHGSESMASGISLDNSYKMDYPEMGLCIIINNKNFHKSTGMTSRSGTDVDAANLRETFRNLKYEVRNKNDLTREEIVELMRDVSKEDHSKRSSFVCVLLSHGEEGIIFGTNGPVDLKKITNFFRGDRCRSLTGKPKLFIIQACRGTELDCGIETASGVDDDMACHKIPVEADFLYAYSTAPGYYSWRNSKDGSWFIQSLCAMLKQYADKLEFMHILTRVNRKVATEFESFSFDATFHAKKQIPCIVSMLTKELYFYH
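Evaluation: percent activation relative to control range; Material: Procaspase-3 D3A mutant, all three cleavage aspartates alanine; Compound: single dose, 8.5 µM nominal compound, 0.8% DMSO; Replication: one well per compound; Signal: absorbance at 405 nm, 0 and 120 min; Schedule: 1 h preincubation plus 2 h reaction at 25 °C.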
LAP4 TOR yeast: yeast TOR pathway LAP4-GFP modulation; AID 2023; actives 0.34% (n = 320,000); GFP response vs DMSO, % at 10 µM; S. cerevisiae LAP4-GFP multiplex, flow cytometry GFP, 3 h; median GFP as percent of DMSO wells;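 active = GFP response vs DMSO above a set limit, about the screen mean plus 3 SD, cut at about 150% in these data; inconclusive = under 70 cell events counted for the yeast strain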
CIT2-GFP yeast: alters CIT2-GFP fluorescence in TOR pathway yeast screen. S. cerevisiae CIT2-GFP strain, flow cytometry, 3 h; 100 means same as DMSO wells. actives 0.065% (n = 320,000). AID 2029. GFP response vs DMSO, % at 10 µM;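 active = GFP response relative to DMSO above a set limit, near the screen mean plus 3 SD, cut at about 150% in these data; inconclusive = Fewer than 70 cells measured for a yeast strain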;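 also: ratio of well median GFP fluorescence to mean of DMSO wells on the plate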
AGP1-GFP MLPCN: modulators of TOR pathway AGP1-GFP in S. cerevisiae. actives 0.02% (n = 320,000). S. cerevisiae AGP1-GFP multiplex flow cytometry, 3 h; GFP as percent of DMSO wells. GFP response vs DMSO, % at 10 µM;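 active = GFP response relative to DMSO above a set limit, near screen average plus 3 SD, cut at about 150% in these data; inconclusive = fewer than 70 cells counted for the yeast strain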;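 also: median GFP channel fluorescence of the gated AGP1 strain per well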
RPL19A-GFP yeast: alters RPL19A-GFP fluorescence in TOR pathway yeast screen | S. cerevisiae RPL19A-GFP strain, flow cytometry, 3 h; active compounds read low | percent response vs DMSO, % at 10 µM | actives 0.3% (n = 330,000) | AID 2025;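 active = percent response vs DMSO below 50%; inconclusive = fewer than 70 events counted for the yeast strain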;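 also: median channel GFP fluorescence of the barcoded RPL19A-GFP strain; ratio of sample median GFP to plate DMSO average so 100% = DMSO; lower means less RPL19A-GFP as with rapamycin TOR inhibition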
MEP2 TOR yeast: modulators of TOR pathway MEP2-GFP in S. cerevisiae | GFP response vs DMSO, % at 10 µM | AID 2016 | S. cerevisiae MEP2-GFP strain, flow cytometry GFP, 3 h; 100% = DMSO control level | actives 0.51% (n = 330,000);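 active = GFP response versus DMSO above a set limit, roughly screen mean plus 3 SD, cut at about 180% in these data; inconclusive = fewer than 70 cells counted for a yeast strain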;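 also: median GFP fluorescence of the barcode-gated MEP2-GFP cells per well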
Numbers without * were called inactive; ? = inconclusive; nt = not tested or not shown; [ ] = another dose, or the depositor's remark.

Structure	proCasp7 act	AHR act	procasp3 activ	LAP4 TOR yeast	CIT2-GFP yeast	AGP1-GFP MLPCN	RPL19A-GFP yeast	MEP2 TOR yeast
OCCNc1cnc2ccccc2n1	7	2	4	87	85	93	91	93
CCN(CC)CCCNC(=O)N[C@@H](Cc1ccccc1)C(=O)O	-3	-1	9	103	102	104	102	106
Cc1oc(-c2cccc(Cl)c2)nc1CS(=O)(=O)CC(=O)NCCN1CCOCC1	0	1	-3	97	114	94	95	100
CC(O)CNC(=O)c1ccc(-c2nn(C)c(=O)c3ccccc23)cc1 (stereo unspecified)	0	0	6	98	104	99	100	100
COc1cccc(NS(=O)(=O)NC(=O)c2c(C)[nH]c3ccccc23)c1	8	5	11	103	107	108	106	115
COc1cc2c(cc1NC(=O)CSCC(=O)O)oc1ccccc12	-5	12	6	100	97	95	96	96
CC(=O)c1cc(CN2CCN(CCC(C)C)C(CCO)C2)cs1 (stereo unspecified)	-3	4	-13	104	104	104	103	106
C=CCNC(=O)C1CC(=O)N(c2ccc(OCC(=O)Nc3cccc(OC)c3)cc2)C1 (stereo unspecified)	0	3	5	94	100	97	97	103
Cc1ccc(OCCN2C(=O)c3ccccc3C2=O)cc1	3	36	8	128	95	102	97	114
CCC(C)c1ccc(-c2cc(C(=O)OCC(=O)Nc3cc(C)on3)c3ccccc3n2)cc1 (stereo unspecified)	6	0	8	97	104	100	103	102
CCCC(=O)c1ccc(N2CCN(C(=O)c3ccc(Br)cc3)CC2)c(F)c1	4	7	8	99	96	100	97	99
O=C(Nc1cccc([N+](=O)[O-])c1)C1CC(=O)N(Cc2ccccc2)C1 (stereo unspecified)	5	3	0	92	102	91	104	102
CCc1ccc2c(CC(=O)NNC(=O)c3ccncc3)coc2c1	2	1	1	103	100	109	101	101
CCOC(=O)c1cc(-c2ccc(OC)cc2)n[nH]1	6	4	-11	141	80	79	91	93
Cc1ccc(-c2nnn(CC(=O)N(CCO)C(C(=O)NC3CCCC3)c3ccc(F)cc3)n2)o1 (stereo unspecified)	3	-1	-4	97	105	105	91	102
CCCCNC(=O)CNC(=S)N(Cc1ccc(C)cc1)Cc1ccco1	-3	3	-3	111	91	102	97	98
CCOc1ccc(/C=C(\C#N)C(=O)c2c(C)[nH]c3ccccc23)cc1OC	-3	8	1	101	100	103	100	101
Cn1c(-c2ccccc2)cnc1N	-6	30	5	103	100	99	97	99
CCOC(=O)Cc1cc(=O)c2cc(C)ccc2[nH]1	3	3	3	98	111	107	109	109
CCCCn1c(N)c(N(CC)C(=O)c2ccc(-c3ccc(Cl)cc3)o2)c(=O)[nH]c1=O	-4	0	3	97	100	93	96	95
Cc1cccc(CSc2ccc3nnc(-c4ccccn4)n3n2)c1	3	17	8	97	98	104	99	104
O=C(NCc1ccco1)C(c1ccc(F)cc1)N(C(=O)Cc1cccs1)c1cccnc1 (stereo unspecified)	0	4	1	100	96	100	97	98
Cc1ccc(S(=O)(=O)N2CCC(C(=O)N3CCC(C(=O)NCC4CCCO4)CC3)CC2)cc1 (stereo unspecified)	13	-2	0	96	97	102	98	99
COc1ccc2nc(SCC(=O)Nc3cc(C)on3)c(C#N)cc2c1	-4	0	-13	101	112	104	99	107
Cc1ccc(S(=O)(=O)N2CCC(C(=O)OC(C)C(=O)N3CCOCC3)CC2)cc1 (stereo unspecified)	0	6	2	105	83	111	101	98
CC(C)n1cnnc1SCC(=O)NC(=O)c1ccccc1	9	2	-7	109	100	107	94	96
CCOC(=O)[C@@H]1[C@H]2COc3ccccc3[C@@H]2N2C(=O)N(c3cccc(F)c3)C(=O)[C@]12C	2	-3	7	105	91	89	100	92
O=C(COc1ccccc1[N+](=O)[O-])NCCC1=CCCCC1	6	-1	1	119	91	100	98	118
NC(=O)c1c(NC(=O)c2ccc(F)cc2Cl)sc2c1CCC2	-5	56*	-12	103	107	97	103	106
O=C(O)c1ccc2nc(CO)[nH]c2c1	1	1	0	100	96	93	92	93

Record cards, from the list above:
CC(C)n1cnnc1SCC(=O)NC(=O)c1ccccc1 reads proCasp7 act: 9; AHR act: 2; procasp3 activ: -7; LAP4 TOR yeast: 109; CIT2-GFP yeast: 100; AGP1-GFP MLPCN: 107; RPL19A-GFP yeast: 94; MEP2 TOR yeast: 96
Cc1ccc(OCCN2C(=O)c3ccccc3C2=O)cc1 reads proCasp7 act: 3; AHR act: 36; procasp3 activ: 8; LAP4 TOR yeast: 128; CIT2-GFP yeast: 95; AGP1-GFP MLPCN: 102; RPL19A-GFP yeast: 97; MEP2 TOR yeast: 114
NC(=O)c1c(NC(=O)c2ccc(F)cc2Cl)sc2c1CCC2 reads proCasp7 act: -5; AHR act: 56*; procasp3 activ: -12; LAP4 TOR yeast: 103; CIT2-GFP yeast: 107; AGP1-GFP MLPCN: 97; RPL19A-GFP yeast: 103; MEP2 TOR yeast: 106

Further compounds follow.
Structure	proCasp7 act	AHR act	procasp3 activ	LAP4 TOR yeast	CIT2-GFP yeast	AGP1-GFP MLPCN	RPL19A-GFP yeast	MEP2 TOR yeast
O=C(NCCC1CCCCN1S(=O)(=O)c1ccccc1)C(=O)NC1CC1 (stereo unspecified)	8	-3	-5	104	105	108	98	100
O=C(CCS(=O)(=O)Cc1ccccc1)NCCc1ccccc1	-1	1	4	104	100	102	97	102
O=c1[nH]c(CSc2nc(-c3ccc(F)cc3)cs2)nc2ccccc12	-1	38	1	97	95	96	100	103
O=C(CCC(=O)N1CCN(c2ccc(F)cc2)CC1)c1ccccc1	3	3	7	94	91	94	96	94
O=C(O)Cc1cc2c(s1)CCCCC2	1	-1	4	125	72	92	96	100
CC(C)CN(C(=O)CSc1nc(N)cc(N)n1)C1CCS(=O)(=O)C1 (stereo unspecified)	-6	0	0	92	99	95	100	103
Cc1occc1-c1nnc(SCC(=O)Nc2c(F)cccc2F)n1C	-2	-12	-4	110	119	114	97	96
CCOC(OCC)c1cn(Cc2ccc3c(c2)C(=O)c2ccccc2C3=O)nn1	-6	-3	4	125	91	87	91	93
O=C(CN(c1ccc2c(c1)OCCO2)S(=O)(=O)c1ccccc1)N1CCN(Cc2ccccc2)CC1	7	2	0	93	95	99	100	99
COc1ccc(NC(=O)/C(=C\c2cccnc2)NC(=O)c2cccs2)cc1	5	25	-3	101	107	108	106	108
C=CCn1c(SCc2cccc(C#N)c2)nnc1-c1ccccc1O	2	15	15	94	105	98	99	98
Cc1cc(C(=O)NCC(=O)Nc2c(C)cccc2C)c(C)o1	-12	-2	-1	100	90	98	99	98
COc1ccc(OC)c(CNC(=O)CCn2nc(C)c3c(C)n(-c4ccccc4)nc3c2=O)c1	-14	5	9	97	98	100	98	102
CCN(C(=O)c1ccco1)C1C2CC3CC(C2)CC1C3 (stereo unspecified)	-5	-1	2	75	nt	88	96	82
Cc1cc(=O)oc2cc(OCC(=O)N/N=C/c3cc([N+](=O)[O-])ccc3O)ccc12	2	3	-1	101	98	102	104	101
CC1CCCN(C(=O)COC(=O)/C=C/c2ccc(C(F)(F)F)cc2)C1 (stereo unspecified)	-2	1	5	103	110	96	98	97
N[C@@H](Cc1ccc(O)cc1)C(=O)Nc1ccc2ccccc2c1	3	0	0	96	88	100	95	93
O=C(N/N=C/c1ccccc1OC(=O)N1CCOCC1)c1cccs1	-9	5	-11	101	96	nt	92	96
Cc1sc(NC(=S)NC(=O)c2ccco2)c(C(N)=O)c1C	-7	2	-14	102	92	97	98	104
Cc1cc(C)c(C(=O)/C=C/c2ccc(C(C)C)cc2)c(=O)[nH]1	2	5	-2	96	100	98	95	96
CC(=O)c1cccc(N/C=C\c2nnnn2-c2ccc(F)cc2)c1	6	2	1	97	106	114	113	109
Cc1nn(CC(=O)N2CCC(C)CC2)c(=O)c2nn(-c3ccccc3)c(C)c12	1	-3	3	107	107	110	102	99
Cc1ccc(NS(=O)(=O)c2ccc3c(c2)NC(=O)CCS3)cc1C	-9	5	-1	100	110	109	105	123
COc1ccc(CCNC(=O)C2CCN(S(=O)(=O)c3ccc(F)cc3)CC2)cc1	-1	1	-3	84	98	98	98	96
CC(=O)Nc1ccc(N(C(=O)c2cnccn2)C(C(=O)NC2CCCCC2)c2ccc(F)cc2)cc1 (stereo unspecified)	-10	2	-3	99	107	107	105	105
Cc1cc(Br)ccc1NC(=O)CN(C)C(=O)CSC(=S)N1CCCC1	-6	-1	-2	106	108	102	101	123
CCc1cc(CC)c(/C=N/NC(N)=O)c(CC)c1	0	28	-8	112	92	100	103	96
CCN1CCN(CCCNC(=O)c2cc3sccc3n2CC)CC1	-10	0	-1	96	114	104	104	105
COC(=O)c1ccccc1NC(=S)N1CCN(c2ccccn2)CC1	-1	0	-4	104	106	102	103	102
O=C(CCN1C(=O)c2ccccc2C1=O)Nc1cccnc1	0	-2	9	96[may fluoresce violet]	?	30[may fluoresce violet]	85[may fluoresce violet]	126[may fluoresce violet]
O=C(NC1CCCCC1)c1ccc(OC2CCN(Cc3ccccn3)CC2)cc1	5	1	-5	93	97	98	103	106
COc1ccc(C)cc1N(CC(=O)NCCSCc1cccc(Cl)c1)S(C)(=O)=O	5	0	4	86	111	94	97	96
Fc1ccc(C2c3[nH]c4ccccc4c3CCN2Cc2cccn2-c2ncccn2)cc1 (stereo unspecified)	1	13	-5	112	92	105	96	104

Arranged by value in procasp3 activ (low to high): seven of the compounds above.
SMILES	AHR act	procasp3 activ	LAP4 TOR yeast	CIT2-GFP yeast	AGP1-GFP MLPCN	RPL19A-GFP yeast	MEP2 TOR yeast
CCc1cc(CC)c(/C=N/NC(N)=O)c(CC)c1	28	-8	112	92	100	103	96
COC(=O)c1ccccc1NC(=S)N1CCN(c2ccccn2)CC1	0	-4	104	106	102	103	102
CCN1CCN(CCCNC(=O)c2cc3sccc3n2CC)CC1	0	-1	96	114	104	104	105
O=C(CN(c1ccc2c(c1)OCCO2)S(=O)(=O)c1ccccc1)N1CCN(Cc2ccccc2)CC1	2	0	93	95	99	100	99
CC(=O)c1cccc(N/C=C\c2nnnn2-c2ccc(F)cc2)c1	2	1	97	106	114	113	109
O=C(CCS(=O)(=O)Cc1ccccc1)NCCc1ccccc1	1	4	104	100	102	97	102
O=C(CCC(=O)N1CCN(c2ccc(F)cc2)CC1)c1ccccc1	3	7	94	91	94	96	94

Screening results: PubChem, several laboratories

Compounds were not picked by outcome. About 3.5% of those tested had a hit in this group.
